Screening results as filed in PubChem BioAssay.
TCR act – T cell receptor activation; primary human leukocytes, anti-CD3, IL-2 HTRF, 48 h; Potency, µM (highest dose often 9.22 µM), inactives show top-dose activation of IL-2 secretion, most hits filed as activators; 330,000 tested, under 10 active; AID 504894; also: % of control where 0% means no effect
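Primary human leukocytes receive a-CD3 beads and test compound and are incubated 48 hr. Secreted IL-2 is then assayed by HTRF, measuring 665nm acceptor emission after 320nm excitation of the europium donor.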
B2AR arrestin – recruits beta-arrestin to the human beta2-adrenergic receptor. beta-arrestin recruitment to beta2AR, cell-based reporter. Potency, µM (series often up to 46.1 µM), for the others: at the highest dose activation, hits mostly activators. actives 0.02% (n = 330,000). AID 492947;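 also: potency is read from the fitted curve at half-maximal effect; 0% = DMSO controls and full agonism = EC100 isoproterenol or metaproterenol; nearly all actives have a fitted effect of over 65% in size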
Target sequence (P07550 whole entry, looked up): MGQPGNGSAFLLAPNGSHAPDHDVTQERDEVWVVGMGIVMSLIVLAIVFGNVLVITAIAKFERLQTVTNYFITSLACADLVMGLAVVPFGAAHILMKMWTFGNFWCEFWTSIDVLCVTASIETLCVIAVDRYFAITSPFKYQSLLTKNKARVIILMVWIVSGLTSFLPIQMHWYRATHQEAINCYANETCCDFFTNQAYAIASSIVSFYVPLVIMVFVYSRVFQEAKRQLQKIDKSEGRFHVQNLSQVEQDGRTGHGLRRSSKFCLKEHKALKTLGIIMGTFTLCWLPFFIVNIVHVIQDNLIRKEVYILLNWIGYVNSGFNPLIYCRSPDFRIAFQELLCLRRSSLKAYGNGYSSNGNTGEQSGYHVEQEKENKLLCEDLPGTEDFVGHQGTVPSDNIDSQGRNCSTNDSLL
TSG101-PTAP inh – blocks PTAP/TSG101 interaction to inhibit HIV-1 budding | Fluorescence polarization, FITC-PTAP peptide / Tsg101 binding | Q99816 | Potency, µM (highest dose often 115 µM), for the others: at the top dose activity change, negative = inhibition, usual class: inhibitors | 340,000 tested, under 10 active | AID 493005; active = well fitted inhibition curve with a large enough effect in the main read-out, with a control signal flat, not every such curve was filed as active; inconclusive = small, poorly fitted or top-dose-only effect, or effect the other way, or a change in a side signal; inactive = no such curve, though single readings can be large or run the other way; also: potency is read from the fitted curve at half-maximal effect; % of control where 0% means no effect
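Fluorescence polarization binding of Tsg101 binding domain (10 uM final) to FITC-labeled PTAP peptide (50 nM final) in HEPES pH 7.5 buffer with NaCl, Tween 20, EDTA, TCEP. Compounds added before peptide; binding 20 min at RT.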
uPA surface inh – cell surface uPA generation inhibition; cell surface uPA generation assay, qHTS; actives 0.31% (n = 330,000); Potency, µM (titrated, usually from 38.3 µM), inactives show at the highest dose activity change, negative = inhibition, hits mostly inhibitors; active = well fitted inhibition curve with a large enough effect; inconclusive = small, poorly fitted or top-dose-only effect; inactive = no such curve, though single readings can be large or run the other way; tested in mouse RAW 264.7 cells; also: potency is read from the fitted curve at half-maximal effect; % is scaled to controls: 0 for no effect and ±100 for the full control effect; nearly all actives have a fitted effect of over 55% in size
Chronic BCR inh – chronic active BCR signaling inhibition; ABC-DLBCL IkBa-CBG/CBR reporter, luminescence ratio, 4 h; Potency, µM (top dose mostly 46.1 µM), for inactives: at the top dose ratio change, negative = lower green/red ratio, actives largely listed as inhibitors; actives 0.05% (n = 340,000); active = well fitted inhibition curve with a large enough effect in the signal ratio, with a control signal flat, not every such curve was filed as active; inconclusive = small, poorly fitted or top-dose-only effect, or effect the other way, or a change in a side signal; the % refers to the signal ratio;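 also: potency is read from the fitted curve at half-maximal effect; plate controls were basal doxycycline-induced cells for no effect and cells given 10 µM MG132 for full effect; MG132 reads +100%, hits lower the ratio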
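Cell line TMD8 (human ABC DLBCL), stably expressing tet-inducible CBG68-IkBa fusion and CBR; IMDM/0.5% FBS; cpd up to 46 uM; dox induction, 4 h, 37C/5% CO2; dual luminescence; green/red ratio; MG132 control.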
Mito fusion act – blocks mitochondrial division or promotes mitochondrial fusion. S. cerevisiae fusion-defective mutant growth rescue, CellTiterGlo 48 h. Potency, µM (doses to about 46.1 µM), without a hit: at the highest dose growth rescue (activation), hits mostly activators. actives 0.23% (n = 320,000);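 also: potency is read from the fitted curve at half-maximal effect; % of control where 0% means no effect; nearly all actives have a fitted effect of over 45% in size; temperature-sensitive fusion mutants such as fzo1-1 at 37 °C on non-fermentable ethanol glycerol medium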
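S. cerevisiae fusion-defective temperature-sensitive mutants (e.g. fzo1-1, mgm1-5) grown 48 h at 37C in YPEG (ethanol/glycerol non-fermentable) medium with 23 nl compound per well; growth rescue read as CellTiterGlo luminescence.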
Tb PFK inh – inhibitors of T. brucei phosphofructokinase; O15648; T. brucei PFK, ADP-Glo luminescence; Potency, µM (top dose mostly 57.5 µM), without a hit: at the highest dose activity, negative = inhibition, most hits filed as inhibitors; actives 0.17% (n = 330,000); AID 485367;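 also: potency is read from the fitted curve at half-maximal effect; 0% = uninhibited 1x PFK enzyme wells and -100% = no-enzyme wells; nearly all actives have a fitted effect of over 60% in size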
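Luminescent ADP detection (ADP-Glo, two-step: ATP depletion then ADP-to-ATP conversion for luciferase) reported PFK activity after 45 min room-temperature reaction of 1.25 nM enzyme with 0.5 mM F6P and 0.1 mM ATP at pH 8.0.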
ELG1 repair inh – ELG1-dependent DNA repair inhibition | Potency, µM (series often up to 46.1 µM), for the others: top-dose activity change, negative = inhibition, hits mostly inhibitors | actives 2.3% (n = 330,000) | HEK293T ELG1-luciferase reporter, luminescence, 16 h; DNA damage induced by 5-fluorouridine; also: potency is read from the fitted curve at half-maximal effect; % is scaled to controls: 0 for no effect and ±100 for the full control effect; nearly all actives have a fitted effect of over 55% in size
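Cells (2,000 per well) received 5-fluorouridine plus test compound or DMSO and were incubated 16 hr at 37 °C, 5% CO2. Luciferase activity was read by luminescence 30 min after ONE-Glo addition; signal suppression marked inhibition of damage-induced ELG1 function.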
USP2a block – blocks human ubiquitin-specific protease USP2a; USP2 core, Ub-CHOP2 coupled fluorogenic reporter, 485/531; Potency, µM (titrated, usually from 38.3 µM), without a hit: at the highest dose activity change, negative = inhibition, actives largely listed as inhibitors; actives 0.01% (n = 330,000); AID 463254;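 also: potency is read from the fitted curve at half-maximal effect; plate controls were DMSO wells for no effect and full inhibition by NEM control for full effect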
Target sequence (O75604 whole entry, looked up): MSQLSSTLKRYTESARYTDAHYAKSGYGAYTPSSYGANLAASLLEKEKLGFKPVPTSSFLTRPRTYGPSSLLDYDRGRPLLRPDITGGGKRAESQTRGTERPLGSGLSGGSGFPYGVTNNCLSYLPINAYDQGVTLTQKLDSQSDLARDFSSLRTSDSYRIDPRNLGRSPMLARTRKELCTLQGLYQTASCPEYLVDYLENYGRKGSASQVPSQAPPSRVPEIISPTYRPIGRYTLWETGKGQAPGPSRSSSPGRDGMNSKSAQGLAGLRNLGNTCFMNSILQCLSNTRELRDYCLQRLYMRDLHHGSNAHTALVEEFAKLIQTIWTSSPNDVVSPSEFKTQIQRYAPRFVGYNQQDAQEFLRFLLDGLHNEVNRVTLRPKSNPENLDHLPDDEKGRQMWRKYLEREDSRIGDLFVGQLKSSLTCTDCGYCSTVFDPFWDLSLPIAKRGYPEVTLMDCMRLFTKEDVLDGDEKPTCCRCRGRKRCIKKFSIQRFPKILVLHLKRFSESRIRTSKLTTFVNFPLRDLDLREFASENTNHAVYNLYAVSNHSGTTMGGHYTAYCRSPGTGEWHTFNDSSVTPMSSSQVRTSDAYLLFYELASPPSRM
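USP2 core (10nM final) preincubated 30min RT with compound in 20mM Tris-HCl pH 8.0, 2mM CaCl2, 2mM beta-mercaptoethanol, 0.05% CHAPS; 25nM Ub-CHOP2 plus 25nM reporter substrate added, fluorescence (Ex485/Em531) read after 60min.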
Eya2 inh – Eya2 (human) phosphatase inhibition | recombinant Eya2, OMFP fluorescence dephosphorylation (OMFP is methylfluorescein phosphate) | actives 0.006% (n = 330,000) | AID 488837 | O00167 | Potency, µM (top dose mostly 76.9 µM), inactives show at the highest dose activity, negative = inhibition, hits mostly inhibitors; also: potency is read from the fitted curve at half-maximal effect; % is scaled to controls: 0 for no effect and ±100 for the full control effect
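Eya2 protein (added as 0.2 uM solution) was preincubated with compound for 10 min at ambient temperature in 50 mM HEPES pH 7.5, 50 mM NaCl, 5 uM MgCl2, 0.05% BSA, 1 mM DTT. OMFP (added at 50 uM) then reacted 10 min; fluorescence read at 485/525 nm.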
TSHR antag – antagonists of human thyroid stimulating hormone receptor. P16473. AID 504810. TSHR-expressing cells, TSH-stimulated cAMP HTRF, 2 h; active compounds read low. actives 0.2% (n = 330,000). activity change, negative = inhibition, % at 11.5 µM;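 active = activity change below a set negative limit, meaning inhibition stronger than a set level, cut at about -70% in these data; inconclusive = activity change between two set negative limits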; also: % is scaled to controls: 0 for no effect and ±100 for the full control effect
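TSHR-expressing cells, 200/well, pre-treated with compound, then stimulated with EC80 TSH (4nM final) for 2 hours at 37 deg C. cAMP measured by competitive HTRF: anti-cAMP cryptate antibody in lysis buffer plus cAMP-d2, read after 30 minutes at room temperature.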
The depositor's hits bear a star; ? = inconclusive; · = not tested or not shown; [ ] = another dose, or the depositor's remark. Unless noted, calls follow the shape of the dose curve; as a rule, active = well fitted curve in the direction sought with a large enough effect; inconclusive = small, poorly fitted or top-dose-only effect, or another doubt; inactive = no such curve, though single readings can be large; an effect the other way counts as inactive or inconclusive. This is a random part of the collection; any-hit rate near 3%.

SMILES	TCR act	B2AR arrestin	TSG101-PTAP inh	uPA surface inh	Chronic BCR inh	Mito fusion act	Tb PFK inh	ELG1 repair inh	USP2a block	Eya2 inh	TSHR antag
Cc1ccc(S(=O)(=O)NCc2ccc3c(c2)OCO3)cc1C	·	0.6%	-6%	5%	4%	3%	0%	-8%	-2%	-9%	5
N#C/C(=C\Nc1ccccc1SC(F)(F)F)c1nc(-c2ccc(Cl)cc2)cs1	1%[46.1 µM]	-0.1%	2%	8%	4%	-3%	?	15%	0%	7%	-11
CCCn1c(=O)n(C)c(=O)c2c(SCC(=O)NCc3ccco3)nc(C3CC3)nc21	-35%	0.7%	-2%	2%	7%	0%	0%	?	6%	12%	-23
COc1ccc(CCn2c(NCc3ccco3)nc3c2c(=O)[nH]c(=O)n3C)cc1	4%	0.5%	-4%	0%	-1%	-3%	5%	-12%	0%	41%[15.4 µM]	26
O=C1CCCC2=C1C1O[C@](c3ccsc3)(Cc3c1ccc1ccccc31)O2	·	-0.8%[9.22 µM]	·	·	21%[9.22 µM]	-4%[9.22 µM]	?	·	?	-9%[15.4 µM]	·
C[C@H](NC(=O)c1nc[nH]c1C(=O)NCc1ccccc1)c1ccccc1	-4%	0.0%	·	-2%	?	27%	?	9%	-7%	3%	-6
O=C(C1CCCN(S(=O)(=O)c2cnc[nH]2)C1)N1CCN(c2ccc(Cl)cc2)CC1 (configuration not stated)	-4%	-0.2%	-5%	-4%	11%	-1%	-6%	-16%	-1%	-18%	4
C[C@@]12C(=O)N(c3cccc(Br)c3)C(=O)N1[C@H](c1ccc(Cl)cc1)[C@@H]1C(=O)N(C3CCCCC3)C(=O)[C@@H]12	-4%	-1.5%	0%	-9%	?	4%	0%	?	3%	-2%	-10
CCC1S/C(=N/N=C/c2ccco2)N(Cc2ccccc2)C1=O (configuration not stated)	-1%	-0.3%	-3%	0%	21%	3%	0%	?	-6%	-2%	21
O=C(NC1CCCCC1)c1cccc(COCC(F)(F)F)c1	0%[46.1 µM]	0.1%	-6%	2%	-4%	1%	-9%	-4%	2%	-7%	28
O=C(NCC(c1cccnc1)N1CCN(c2ccccc2)CC1)OCc1ccccc1 (configuration not stated)	-2%[46.1 µM]	0.4%	-2%	2%	6%	28%	-7%	?	-2%	-2%	-21
COc1cc2c(cc1OC)CN(C(=S)Nc1ccc(OC(F)F)cc1)CC2	-13%	-0.2%	0%	-3%	18%	30%	-5%	?	1%	-7%	-10
COc1ccc(-c2cc(C(=O)NCc3cccnc3)no2)cc1	·	-0.2%	-4%	-19%	-5%	-4%	0%	?	2%	4%	-7
COc1nc(-c2ccc(Cl)cc2)ccc1-c1noc(-c2cccs2)n1	0%	-0.7%	-1%	·	0%	1%	-3%	-4%	0%	-3%	16
Cc1cccc(/C(N)=N/OC(=O)Cc2cccc3ccccc23)c1	-1%	-0.2%	-3%	4%	15%	4%	4%	-3%	1%	-1%	-9
CC(OC(=O)c1ccc([N+](=O)[O-])cc1)C(=O)NCC1CCCCC1 (configuration not stated)	0%	-1.0%	0%	3%	-1%	·	0%	-19%	0%	-7%	25
Cc1cc(=O)n2nc(N3CCCC(C(=O)Nc4ccc(C)c(C)c4)C3)sc2n1 (configuration not stated)	9%	0.0%	1%	0%	0%	-4%	3%	?	-1%	1%	-10
O=C(CSc1n[nH]c(=O)n1C1CC1)Nc1cc(Cl)ccc1Oc1ccccc1	-3%	-0.2%	-5%	-12%	?	7%	0%	?	-1%	-19%	-9
Cc1occc1C(=O)N/N=C/c1ccc2c(c1)OCO2	3%	-0.3%	-7%	-12%	?	-1%	?	?	-2%	-5%	-3
COc1ccccc1/C=N/NC(=O)c1cc2c(ccc3ccccc32)o1	-2%	-0.3%	-5%	-12%	5%	-8%	3%	-7%	-1%	-2%	-28
COc1ccccc1N1CCN(C(=O)c2cc(-c3cccc(Cl)c3)on2)CC1	-1%	0.3%	-8%	·	2%	-3%	0%	-26%	0%	-6%	18
COc1cc(NC(=S)NCCCN2CCOCC2)c(OC)cc1NC(=O)c1ccco1	4%	-0.2%	-2%	6%	7%	0%	2%	15%	-2%	2%	7
Cc1cc(C)c(S(=O)(=O)N2CCN(C(=O)c3cccs3)CC2)c(C)c1	1%	0.0%	-4%	-3%	-3%	-4%	-2%	?	0%	2%	-8
O=C(CN1C(=O)NC2(CCCC2)C1=O)OCc1ccc(Cl)c(Cl)c1	-2%	-4.0%	0%	-3%	?	4%	-24%	?	1%	-15%	-11
CN(C)c1nc(OCCNC(=O)Nc2ccc(Cl)cc2)nc(N(C)C)n1	-5%	0.1%	-5%	0%	-1%	0%	-1%	7.3µM*	-1%	1%	36
C#CCOCCOCCOCCNc1nc(N2CCN(C(=O)CCCCCCCCCCNC(=O)[C@H]([C@@H](C)CC)n3cc(CCCCN=C(N)N)nn3)CC2)nc(N2CCN(C(=O)CCCCCCCCCCNC(=O)[C@H](CO)n3cc(CCCSC)nn3)CC2)n1	-9%	-0.2%	?	?	?	-10%	?	?	6.3µM*	32µM*	-29
C=CCn1c(=O)c(C(=O)Nc2ccccc2OC)c(O)c2ccccc21	·	0.2%	·	·	0%	2%	-4%	21%	1%	-2%	-8
CS(=O)(=O)NNC(=O)CN1C(=O)C2C3C=CC(C3)C2C1=O (configuration not stated)	7%	-0.2%	1%	3%	-20%	5%	-6%	?	2%	3%	-10
COC(=O)c1ccc(C(=O)OC)c(NC(=S)N2CCCCC2)c1	0%	0.4%	-12%	2%	0%	2%	-3%	8%	2%	-14%	14
Cc1ccc2oc(Nc3nc(C)cc(C)n3)nc2c1	6%	-0.9%	-2%	2%	-2%	0%	3%	?	1%	-4%	3
CN(CCOc1ccc(Cl)cc1)C(=O)c1ccccc1SCC(=O)N1CCCC1	-5%	-0.2%	1%	-15%	5%	2%	-14%	?	0%	-4%	-17
CC(C)CN(C(=O)c1ccc(S(=O)(=O)N2CCCC2)cc1)C1CCS(=O)(=O)C1 (configuration not stated)	-1%	0.2%	0%	-2%	?	-3%	1%	-6%	1%	-4%	-9
Cc1nc(NC(=O)c2ccccc2)sc1C	-2%	-1.4%	-3%	?	?	-10%	-1%	?	-3%	1%	0
Cc1ccc(S(=O)(=O)Nc2ccccc2C(=O)OC(C)C(=O)Nc2ccc3ccccc3c2)cc1[N+](=O)[O-] (configuration not stated)	1%[46.1 µM]	-1.4%	-1%	0%	?	6%	3%	?	0%	3%	-13
Cc1cccc(N(C)c2cc(C)nc3ncnn23)c1	-3%	0.5%	-4%	?	-1%	0%	-2%	5%	5%	3%	6
COC(=O)NNC(=O)c1ccc(Cl)cc1Cl	2%[46.1 µM]	0.0%	2%	1%	1%	-12%	-1%	4%	4%	-1%	8
COc1ccc(NC(=O)CCCn2cc([N+](=O)[O-])cn2)cc1	-5%	0.0%	-1%	0%	?	11%	2%	-20%	-2%	?	-5
C=C(C)CN(CC)C(=O)CN1C(=O)NC2(CCCc3ccccc32)C1=O (configuration not stated)	4%	0.0%	-1%	-1%	2%	0%	0%	0%	1%	3%	-1
CC(=O)Nc1ccc(S(=O)(=O)NNC(=O)c2ccc(S(=O)(=O)N3CCCCC3)cc2)cc1	-5%[46.1 µM]	-1.0%	0%	1%	2%	-4%	2%	-1%	3%	0%	-6
CC1(C)OC(=O)C(=CNc2cccc(C(=O)O)c2)C(=O)O1	-3%	-0.9%	-4%	-4%	?	-3%	-5%	16%	2%	-1%	9
COc1ccc(S(=O)(=O)N2CCCCC2)cc1NC(=O)CN(C)C1CCCCC1	-2%	0.8%	2%	-8%	2%	1%	7%	-17%	-8%	3%	-3
COc1cccc(CNS(=O)(=O)c2cc(CN3C(=O)c4cccnc4C3=O)ccc2OC)c1	-1%	0.4%	-2%	17%	0%	4%	2%	?	4%	-8%	2
CCOC(=O)c1c(NC(=S)N2CCOCC2)sc(C)c1C	-6%	0.1%	0%	21%	1%	-2%	1%	0%	0%	0%	-8
Cc1nn(Cc2ccccc2Cl)c2sc(C(=O)NCc3ccc4c(c3)OCO4)cc12	-1%	3.0%	-4%	-5%	?	9%	2%	-25%	-4%	9%	-12
Oc1ccc(/C=N/N2CCN(C3c4ccccc4-c4ccccc43)CC2)c(O)c1	-3%	0.1%	-2%	-3%	?	1%	1%	-6%	-9%	-6%	-9
CCOC(=O)c1c(-c2ccccc2)csc1NC(=O)C1CCCO1 (configuration not stated)	2%	-0.5%	-9%	-1%	4%	4%	0%	-20%	2%	-8%	-7
